HTR2A ag: agonists of mouse serotonin 5-HT2A receptor (HTR2A); P35363; CHO-K1 mHTR2A beta-arrestin complementation, luminescence; percent of 30 µM serotonin response; activation, % at 7.6 µM; 360,000 tested, 0.66% active; AID 624169;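 active = activation above a run cutoff, the mean activation of all tested compounds plus 3 SD, cut at about 14% in these data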;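 note: 0% = plate median of compound wells and 100% = 30 µM serotonin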
PDI turbidity: PDI (human) enzyme inhibition; PDI insulin aggregation turbidity, A650, 90 min; inhibition, % at 10 µM; P07237; 350,000 tested, 0.052% active;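 active = mean inhibition across replicates of 30% or more, whatever share of single replicates reach that level; inconclusive = mean inhibition below 30% while every single replicate reaches 30%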;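 note: absorbance from insulin aggregation driven by PDI reduction with DTT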
MC4R antagonist: antagonists of human melanocortin 4 receptor (MC4R); P32245; MC4R-expressing cells, MTII-stimulated cAMP, LANCE TR-FRET; inhibition, % at 6.5 µM; 360,000 tested, 0.48% active; AID 540295;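 active = inhibition above its plate's cutoff, the mean of tested wells on that plate plus 3 SD, cut at about 29% in these data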;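 note: 0% = Melanotan II alone and 100% = Melanotan II plus saturating MCL0020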
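Assay system: human MC4R-expressing U2OS cells; reagent: Melanotan II stimulation of cells; dosing: 6.5 µM single dose; timing: compound 30 min, challenge 1 h, detection 1 h; signal: TR-FRET cAMP assay; replicates: one well per compound, no replicates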
Cardio protect: modulators protecting cardiomyocytes from myocardial damage; H9c2 cardiomyocytes, H2O2 injury protection, ATPLite, 2 h; protection from H2O2 cell death, % at 20 µM; 360,000 tested, 0.63% active; AID 588492;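 active = compounds giving at least 50% protection of heart cells from peroxide-induced death in the single-dose screen, raw or plate-pattern-corrected value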;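 note: 0% = DMSO wells with peroxide and 100% = DMSO wells without peroxide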
Exocytosis inh: blocks lytic granule exocytosis | AID 651702 | 360,000 tested, 0.66% active | TALL-104 LAMP-1 surface exposure, flow cytometry; cells stimulated with thapsigargin and PMA | inhibition, % at 10 µM;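 active = inhibition above about 55%, limit read from the data; inconclusive = no clear call, values can overlap the other calls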
CaV13 FRET inh: Primary screen for inhibitors of IQ motif and Ca2+-dependent inactivation inhibitor domain binding in CACNA1D, Förster resonance energy transfer in living cells, …; inhibition, % at 12.3 µM; AID 743397; 340,000 tested, 0.098% active; HEK cells, CFP/YFP FRET ICDI-IQ, plate reader, 10 min; percent FRET-ratio fall versus neutral wells;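 active = mean replicate inhibition of at least 30% and at least 1% of replicates passing that level; inconclusive = only one of the two criteria is met; inactive = neither criterion is met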;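 note: 0% = median of the neutral control wells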
MC4R barr agon: agonists of human melanocortin 4 receptor (MC4R) beta-arrestin. activation, % at 8.9 µM. P32245. 360,000 tested, 0.98% active. U2OS MC4R beta-arrestin complementation, luminescence; percent of melanotan II response, DMSO zero;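 active = activation above a per-plate cutoff, the mean activation of sample wells on that plate plus 3 SD, cut at about 8% in these data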
ABHD5 PLIN5 PPI: inhibitors of human ABHD5-perilipin-5 interaction; Q00G26+Q8WTS1; Split G. princeps luciferase complementation, luminescence, 4 h; inhibition, % at 4 µM; 360,000 tested, 0.78% active; AID 602281;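 active = inhibition above the mean inhibition across every tested compound plus 3 SD, cut at about 22% in these data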;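 note: 0% = DMSO only wells and the 100% control is not disclosed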
Glyco luc inh: N-linked glycosylation inhibition; 360,000 tested, 0.23% active; D54 ERlucT glycosylation luciferase reporter, 24 h; percent of 100 nM tunicamycin response; reporter increase, % at 12.5 µM; AID 588692;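 active = mean luciferase reporter signal, scaled so untreated is 0 and the glycosylation-blocking control 100, at or above a set limit in every replicate; inconclusive = mean reaches the limit but not every replicate does; inactive = mean below the limit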;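 note: luciferase carries N-glycosylation sites so blocking glycosylation raises the light; 0% = median of neutral control wells and 100% = median of 100 nM tunicamycin wells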
ABCB6 inh 2: blocks the human ABCB6 transporter; 360,000 tested, 0.19% active; K562-ABCB6 porphyrin accumulation, flow cytometry, 1 h; stronger effect = lower value; fluorescence ratio to DMSO, % at 10 µM;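 active = fluorescence ratio to DMSO below 75%, the collection mean minus 3 SD; inconclusive = too few cells collected in the well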;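 note: signal is porphyrin accumulated inside mitochondria; 100% equals median channel fluorescence of DMSO control wells; lower ratio means ABCB6 inhibition with less porphyrin fluorescence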
Target sequence (Q9NP58 whole entry, looked up): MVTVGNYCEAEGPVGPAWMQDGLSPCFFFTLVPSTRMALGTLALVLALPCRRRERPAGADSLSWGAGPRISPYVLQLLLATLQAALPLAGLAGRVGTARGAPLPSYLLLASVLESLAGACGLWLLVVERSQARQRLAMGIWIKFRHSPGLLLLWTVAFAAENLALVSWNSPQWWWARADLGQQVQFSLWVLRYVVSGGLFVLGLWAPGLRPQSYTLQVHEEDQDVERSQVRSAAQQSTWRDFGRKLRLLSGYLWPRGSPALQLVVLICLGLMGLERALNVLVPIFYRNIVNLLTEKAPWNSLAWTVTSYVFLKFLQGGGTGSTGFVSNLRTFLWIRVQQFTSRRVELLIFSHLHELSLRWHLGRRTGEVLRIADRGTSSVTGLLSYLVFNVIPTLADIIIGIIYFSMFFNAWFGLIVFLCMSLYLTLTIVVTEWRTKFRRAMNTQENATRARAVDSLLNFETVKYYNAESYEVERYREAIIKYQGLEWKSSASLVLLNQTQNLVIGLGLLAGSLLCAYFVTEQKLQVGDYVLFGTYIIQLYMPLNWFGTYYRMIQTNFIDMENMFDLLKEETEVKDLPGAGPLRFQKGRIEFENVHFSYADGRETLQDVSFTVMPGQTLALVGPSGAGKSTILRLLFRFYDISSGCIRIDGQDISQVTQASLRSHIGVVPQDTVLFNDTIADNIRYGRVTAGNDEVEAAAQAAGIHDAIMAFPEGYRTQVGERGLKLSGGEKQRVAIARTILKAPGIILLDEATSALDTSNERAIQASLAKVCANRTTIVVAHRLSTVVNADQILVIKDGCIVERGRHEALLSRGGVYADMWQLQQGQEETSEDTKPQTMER
Active calls of the source: *; u = inconclusive; x = not tested or not shown. The order is random, and some 4.2% of all compounds hit somewhere here.

SMILES	HTR2A ag	PDI turbidity	MC4R antagonist	Cardio protect	Exocytosis inh	CaV13 FRET inh	MC4R barr agon	ABHD5 PLIN5 PPI	Glyco luc inh	ABCB6 inh 2
Cc1ccc(S(=O)(=O)N2C[C@H]3[C@H]4C(=O)N(c5ccccc5)C(=O)[C@H]4C[C@H](OC(=O)Nc4cccs4)[C@@]3(O)C2)cc1	2	2	4	1	-1	-5	-0.2	-5	0	93
NS(=O)(=O)c1ccc(-c2ccc(/C=N/NC(=O)c3ccc([N+](=O)[O-])cc3)o2)cc1	1	6	-16	0	-1	-5	1.2	0	-1	96
O=C(c1ccc(Cl)cc1)c1cnc(Nc2ccccc2)s1	-2	3	-5	-10	-4	-6	1.6	4	-2	70*
CCCc1cc(C(=O)N(C)CC(=O)Nc2ccc(OCC)c(OCC)c2)sc1C	-2	0	1	4	-4	-1	0.8	-2	-2	101
CC(=O)OCC(=O)[C@@]12OC(C)(C)O[C@@H]1CC1C3C[C@H](F)C4=CC(=O)C=CC4(C)[C@@]3(F)C(O)CC12C (some centres not stated)	-3	15	3	15	-5	-5	3.0	-5	7	99
Cc1ncc([N+](=O)[O-])n1CCOC(=O)c1ccc(Cl)cc1Cl	7	1	4	3	0	x	-1.5	12	-1	102
O=C(NC(Cc1cccc(F)c1)C(=O)O)C1CCCCC1 (configuration not stated)	6	-9	8	6	4	-12	0.0	-6	1	90
COc1ccc2c(c1OC)C(=O)N(c1ccc3c(c1)CCC3)C2=O	3	-3	0	-2	0	-9	0.5	-4	1	63*
O=C(c1ccc(Cl)c(NC2=NC3CS(=O)(=O)CC3S2)c1)N1CCN(c2ccc(F)cc2)CC1 (configuration not stated)	1	8	-3	-3	-7	-15	-1.0	-5	-2	105
CC(=O)Nc1ccc(NC(=O)C2Cc3c(-c4ccc5c(c4)OCO5)ccnc3O2)cc1 (configuration not stated)	0	-5	3	8	-5	-3	-1.6	0	1	101
COC(=O)C1CCN(C(=O)COC(=O)c2cccc(NS(=O)(=O)c3ccccc3)c2)CC1	6	0	6	1	-1	-4	-1.0	-5	1	96
O=C(O)c1ccc(-n2nc(C(F)(F)F)c3c2-c2ccoc2CC3)cc1	1	-5	-4	0	-2	-5	-0.1	13	1	99
CCOc1ccc(C(C)NC(=O)C2CCCC2)cc1 (configuration not stated)	-4	8	1	-3	-2	-7	-1.4	-1	2	99
CCN(CC)CCn1c(=S)[nH]c2cc(C(=O)NCc3ccc(C)cc3)ccc2c1=O	0	4	7	2	2	-16	-1.5	-2	1	90
O=C(CN1CSCC1=O)N1CCN(S(=O)(=O)c2ccc(Cl)cc2)CC1	3	-10	5	6	14	-2	-1.4	6	0	94
O=C(N/N=C/c1ccncc1)C1CC1C(=O)N/N=C/c1ccncc1 (configuration not stated)	0	3	4	1	-7	-5	-0.9	3	4	101
O=C(CCCCCBr)N1CCC(CC2CC(c3cccc(Br)c3)=NO2)(C(=O)NCC2CCCCC2)CC1 (configuration not stated)	-13	2	10	2	0	-4	1.3	11	-1	97
O=C(OC(C(=O)O)C(OC(=O)c1ccccc1)C(=O)NCc1ccccc1)c1ccccc1 (configuration not stated)	-3	-5	2	0	-3	-5	-0.8	5	3	100
Cn1c(=O)c2c(nc(Cc3ccccc3)n2C)n(C)c1=O	-4	5	0	4	-8	-3	-1.6	-6	2	85
OCCC1CN(Cc2ccn[nH]2)CCN1Cc1ccc(F)c(F)c1 (configuration not stated)	-2	4	2	1	7	4	1.1	-3	0	99
Cc1ccc(CN2C(=O)c3ccccc3NC2c2ccccn2)cc1 (configuration not stated)	2	2	-2	4	0	4	0.2	4	-2	99
O=C(c1ccc2nc(N3CCCCC3)sc2c1)N1CCN(Cc2ccc3c(c2)OCO3)CC1	-4	18	-2	-3	-4	-6	-1.5	7	-3	100
COc1cc(NC(=O)C23CC4CC(C2)CC(n2nnc(C)n2)(C4)C3)c(OC)cc1Cl	3	-4	4	8	6	x	-1.8	-2	3	94
Cc1ccc(S(=O)(=O)N(C)C[C@@H]2OCCCC[C@H](C)Oc3ccc(NC(=O)Nc4ccc(F)cc4)cc3C(=O)N([C@H](C)CO)C[C@H]2C)cc1	-1	-3	6	-16	7	-7	0.2	-6	-8	102
Cc1ccc(CN2C(=O)C(Cc3ccccc3)Nc3ncnc(N4CCN(c5ccccc5)CC4)c32)cc1 (configuration not stated)	-31	4	-1	4	1	-11	-5.6	1	4	100
CC1CC(C)CN(CCCNC(=O)c2ccc(CS(=O)(=O)Cc3cccc(Cl)c3)o2)C1 (configuration not stated)	2	11	-2	-3	-1	-15	0.5	5	0	96
CN(C)c1ccc(C(O)P(=O)(OC2CCCCC2)OC2CCCCC2)cc1 (configuration not stated)	-2	13	23	1	-4	-4	4.4	-6	-1	103
Cc1ccc(S(=O)(=O)N2CCC(=O)N([C@H](COCc3cccc(C)c3)C(C)C)CC2)cc1	-9	x	x	x	1	-13	x	3	x	99
Cc1cnc(C(=O)N(CC(C)C)c2c(N)n(CC(C)C)c(=O)[nH]c2=O)cn1	3	2	-3	-6	3	x	-0.4	0	3	97
Nc1ncc(Br)cc1S(=O)(=O)NCCC(=O)NCCc1ccccc1	-7	9	-2	-2	0	-2	-1.2	-11	-2	96
N/C(=N\OC(=O)Cc1ccccc1[N+](=O)[O-])c1cccc(Br)c1	-2	5	21	-3	-2	-6	3.5	10	4	104
CCn1nnnc1-c1ccc(OC)c(S(=O)(=O)NCCc2ccccc2)c1	3	1	5	-3	-4	-4	-0.1	6	-1	89
CCN1CCN(C(=O)c2cc(COc3ccc(C(C)=O)cc3OC)on2)CC1	-2	1	5	0	u	-3	0.7	-8	-3	98
C#CCOCC1CNC(=S)O1 (configuration not stated)	-2	-1	-8	-2	-6	-6	-0.7	-1	2	98
O=[N+]([O-])c1ccc(NN=C2CC3CCC2C3)c([N+](=O)[O-])c1 (configuration not stated)	-2	x	x	-14	16	-5	x	3	0	96
Cc1ccc(C)c(Cn2c(C(C)O)nc3ccccc32)c1 (configuration not stated)	4	-14	2	1	1	x	-1.1	0	0	93
O=S(=O)(NC(=S)c1ccccc1)c1ccc(Cl)cc1	3	2	-1	0	0	-4	-0.3	-6	3	95
COC(=O)CC1COc2ccccc2N1C(=O)c1ccc(Br)cc1 (configuration not stated)	2	-9	2	2	-3	0	-1.8	2	0	91
CCOCCCNCC(=O)NCC1CCCCC1	0	0	3	2	2	3	-3.4	2	2	103
Cc1nc2sc(C(c3cccs3)N3CC(C)CC(C)C3)c(O)n2n1 (configuration not stated)	0	x	7	0	6	-5	0.0	-3	1	u

Compound profiles, from the list above. Values in the order: HTR2A ag, PDI turbidity, MC4R antagonist, Cardio protect, Exocytosis inh, CaV13 FRET inh, MC4R barr agon, ABHD5 PLIN5 PPI, Glyco luc inh, ABCB6 inh 2
CCN1CCN(C(=O)c2cc(COc3ccc(C(C)=O)cc3OC)on2)CC1 across the screens: -2, 1, 5, 0, u, -3, 0.7, -8, -3, 98
Cc1ccc(S(=O)(=O)N(C)C[C@@H]2OCCCC[C@H](C)Oc3ccc(NC(=O)Nc4ccc(F)cc4)cc3C(=O)N([C@H](C)CO)C[C@H]2C)cc1 across the screens: -1, -3, 6, -16, 7, -7, 0.2, -6, -8, 102
COC(=O)CC1COc2ccccc2N1C(=O)c1ccc(Br)cc1 (configuration not stated) across the screens: 2, -9, 2, 2, -3, 0, -1.8, 2, 0, 91

The listing continues:
SMILES	HTR2A ag	PDI turbidity	MC4R antagonist	Cardio protect	Exocytosis inh	CaV13 FRET inh	MC4R barr agon	ABHD5 PLIN5 PPI	Glyco luc inh	ABCB6 inh 2
O=C(COC(=O)/C=C/c1ccco1)Nc1cccc([N+](=O)[O-])c1	9	3	6	-1	-5	-4	5.8	6	2	97
CCNC(=S)/N=C(/Nc1ccc(OC)cc1)Nc1nc(C)cc(C)n1	4	4	14	1	3	-4	-0.3	-1	-2	102
O=C(NNC(=S)Nc1ccc(Cl)c(Cl)c1)c1ccccn1	-8	2	5	37	1	-1	-4.7	-7	-10	93
CCn1cc(C(=O)O)c(=O)c2cnc(N3CCN(C(=S)Nc4ccccc4)CC3)nc21	-2	-2	31*	10	-2	-16	4.9	-5	4	99
CC(=O)Nc1ccc(NC(=O)COC(=O)c2c(C)nn(-c3ccccc3)c2C)cc1	4	-4	-10	5	2	-4	0.4	-2	0	100
Cc1cccc(-c2nc(CS(=O)CC(=O)NCCc3ccccc3)c(C)o2)c1 (configuration not stated)	-4	10	-1	-3	9	-2	-0.9	-7	0	98
CN(C)C(CNC(=O)c1ccc(NS(=O)(=O)c2ccc(F)cc2)cc1)c1ccco1 (configuration not stated)	-7	3	-2	-4	-2	-6	-5.5	1	1	106
Cc1[nH]n(-c2ccccc2)c(=O)c1/C=N/N1CCOCC1	-2	-4	-3	3	5	6	-2.8	-12	0	92
O=C1c2ccccc2C(Nc2cccnc2)N1Cc1ccc2c(c1)OCO2 (configuration not stated)	0	x	0	0	-2	-4	-1.2	-5	0	96
Cc1ccc(C)c(NC(=O)c2cc(S(=O)(=O)N3CCCCC3)ccc2N2CCOCC2)c1	2	-5	3	18	-2	-2	-0.4	-5	-1	98
CN(C)CCSc1nc(O)c(-c2ccccc2)c(=O)n1-c1ccccc1	2	3	7	1	3	2	1.2	12	4	95
O=C(NCCCn1ccnc1)c1cc2cc([N+](=O)[O-])ccc2oc1=O	-4	-8	7	4	1	-5	-0.4	3	0	90
O=C1COc2ccc(C(=O)c3ccccc3)cc2CN1	0	-4	3	-4	-2	-12	-1.0	1	1	89
CCOc1ccccc1NC1c2ccccc2C(=O)N1c1ccc(C)cn1 (configuration not stated)	4	x	0	-4	-7	-9	2.1	-4	-4	98
O=C(O)C1CC2CCC1CC2 (configuration not stated)	-2	-1	1	1	5	-9	-2.8	1	10	113
Cc1ccc(C(=O)N/C(=C\c2ccco2)C(=O)NCCCn2ccnc2)cc1	-2	4	8	1	3	-10	-3.5	4	1	97
CCOc1ccc(C2C=C(c3ccc(F)cc3)Nc3ncnn32)cc1 (configuration not stated)	-8	0	-5	2	0	-8	-1.8	-1	0	94
CN1C(=S)SC(N(O)C(=O)Nc2cccc3ccccc23)C1(C)C (configuration not stated)	-5	1	-1	-24	20	x	-0.9	-32	4	103
Cc1ccc(C2CC(c3cccs3)=NN2C(=O)c2ccc(Br)o2)cc1 (configuration not stated)	-2	3	3	-20	-2	x	0.0	25*	-2	103
O=C(CN1C(=O)C2C3C=CC(C3)C2C1=O)NCc1ccco1 (configuration not stated)	9	1	0	-11	0	-5	0.5	1	1	97
CN(C)c1cc(NC(=O)CN2CCCC2)c2ccccc2n1	-1	15	6	2	6	-4	-0.4	-5	8	95
N#Cc1ccccc1NC(=S)Nc1ccc(F)cc1	2	4	0	-1	-2	-4	-0.2	-2	6	98
Cc1cccc(C)c1NC(=O)C1(C)CCC(=O)N1c1cc(C(C)(C)C)nn1C (configuration not stated)	3	x	x	8	-2	-6	x	-4	3	99
